Screening results: PubChem BioAssay, Broad Institute
RAD52 inh: inhibitors of human RAD52 DNA annealing; P43351; recombinant RAD52 DNA annealing, FRET fluorescence; inhibition, % at 18.7 µM; actives 0.46% (n = 360,000); AID 651710;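 active = every replicate showing at least 50% inhibition; inconclusive = mean inhibition at least 50% but not in every replicate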
PglD inh: blocks C. jejuni PglD acetyltransferase activity; purified PglD enzyme, DTNB colorimetric CoA detection; inhibition, % at 12.5 µM; actives 0.098% (n = 360,000); AID 602405; in the data active = inhibition above about 16%, passing the limit was not always enough; inconclusive = no clear call, values can overlap the other calls; note: strong numbers were not always called active
ERp5 block: ERp5 (human) disulfide isomerase inhibition; actives 0.05% (n = 350,000); inhibition, % at 9.99 µM; ERp5 insulin aggregation, absorbance 650 nm, 90 min;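 active = mean replicate inhibition above about 25%, with every replicate also reaching it, limit read from the data, passing the limit was not always enough; inconclusive = only one of those two criteria met; inactive = neither criterion met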
Target sequence (Q15084 whole entry, looked up): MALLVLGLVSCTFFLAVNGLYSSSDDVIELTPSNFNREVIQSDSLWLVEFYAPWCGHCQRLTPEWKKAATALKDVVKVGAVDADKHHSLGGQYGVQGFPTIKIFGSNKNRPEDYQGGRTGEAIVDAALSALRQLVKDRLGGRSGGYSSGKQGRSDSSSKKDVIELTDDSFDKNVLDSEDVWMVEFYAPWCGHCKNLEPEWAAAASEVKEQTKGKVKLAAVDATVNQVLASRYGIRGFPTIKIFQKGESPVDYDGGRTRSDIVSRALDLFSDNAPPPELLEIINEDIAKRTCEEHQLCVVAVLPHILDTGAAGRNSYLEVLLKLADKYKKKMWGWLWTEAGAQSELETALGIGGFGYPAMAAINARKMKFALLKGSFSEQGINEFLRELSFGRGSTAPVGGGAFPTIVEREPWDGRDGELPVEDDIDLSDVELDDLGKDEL
ARNT-TACC3 inh: ARNT/TACC3 interaction disruption; inhibition, % at 9.99 µM; actives 0.66% (n = 390,000); AID 623870; Q9Y6A5; AlphaScreen His-ARNT PAS-B/GST-TACC3 binding, luminescence; TACC3 fragment carries E629A point mutation;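 active = mean inhibition of replicates at least 50% and at least half of replicates each reaching 50%; inconclusive = half or more replicates reach 50% but mean below 50%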;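 note: 0% = complete ARNT plus TACC3 wells and 100% = ARNT alone without TACC3; many hits fall short of the cut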
RAD54 inh: RAD54 (human) branch migration inhibition; actives 0.14% (n = 360,000); RAD54 Holliday junction branch migration, FAM/BHQ fluorescence; Q92698; inhibition, % at 10.4 µM;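 active = mean normalized replicate activity at least 40 and at least half of replicates scoring 40 or more; inconclusive = only one of the two criteria met; inactive = mean below 40 and under half of replicates reaching 40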;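 note: 0% = median of neutral control wells and 100% = median of positive control wells; inhibitors cause a drop in the FAM fluorescence signal; in these data hits start at about 50%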
E-sel inducer: induces E-selectin expression in human endothelial cells; P16581; HUVEC E-selectin immunofluorescence imaging; normalized: neutral wells 0, TNF-alpha wells 100; activation, % at 7.58 µM; actives 0.37% (n = 260,000); AID 686992;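 active = mean E-selectin-positive cell signal at least 10% of the positive control, reached in at least 60% of replicates, without over 20% cell loss; inconclusive = no rule given, readout overlaps actives, possibly toxicity-flagged; inactive = the rest, including those meeting only one limit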;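 note: in these data hits start at about 27%; measured in HUVEC primary endothelial cells; signal is the percent of cells scored E-selectin positive by PE staining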
Target sequence (P16581 whole entry, looked up): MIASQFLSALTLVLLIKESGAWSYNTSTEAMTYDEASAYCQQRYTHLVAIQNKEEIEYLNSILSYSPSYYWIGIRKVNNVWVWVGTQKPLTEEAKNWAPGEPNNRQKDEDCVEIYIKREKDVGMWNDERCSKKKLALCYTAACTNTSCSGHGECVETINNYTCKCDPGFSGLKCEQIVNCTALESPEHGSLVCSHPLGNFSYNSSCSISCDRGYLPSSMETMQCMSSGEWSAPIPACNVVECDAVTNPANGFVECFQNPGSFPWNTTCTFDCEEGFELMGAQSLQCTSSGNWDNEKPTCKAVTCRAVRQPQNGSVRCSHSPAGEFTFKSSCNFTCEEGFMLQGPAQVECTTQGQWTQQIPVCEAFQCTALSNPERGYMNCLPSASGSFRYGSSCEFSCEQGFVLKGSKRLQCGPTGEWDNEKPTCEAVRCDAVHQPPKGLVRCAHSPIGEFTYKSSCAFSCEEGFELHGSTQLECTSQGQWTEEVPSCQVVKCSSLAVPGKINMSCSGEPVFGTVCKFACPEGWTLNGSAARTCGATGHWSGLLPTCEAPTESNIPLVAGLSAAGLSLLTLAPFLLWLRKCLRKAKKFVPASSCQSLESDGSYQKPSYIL
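Material: HUVEC primary endothelial cells; Amount: 3,000 cells per well; Dosing: single concentration; Medium: EGM-2 growth medium on 0.1% gelatin-coated wells; Read-out basis: percent E-selectin-positive cells; Signal: immunofluorescence imaging; Control set: TNF-alpha, DMSO.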
CASP6 VEID inh: caspase-6 (human) enzyme inhibition; P55212; purified caspase-6, Z-VEID-R110 cleavage fluorescence; inhibition, % at 12.5 µM; actives 0.53% (n = 350,000); AID 686996;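 active = mean inhibition across replicates at least about 35%, with every replicate also reaching that limit, limit read from the data; inconclusive = only one of the two criteria met; inactive = neither criterion met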;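 note: 0% = median of neutral control wells and 100% = no fluorescence left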
esBAF inh: blocks esBAF chromatin remodeling in mouse ES cells. Bmi1-luciferase knock-in reporter, 24 h; 100% = twice the neutral-well signal. reporter increase, % at 12.5 µM. actives 2% (n = 350,000); in the data active = activation above about 40%; inconclusive = no clear call, values can overlap the other calls;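 note: 0% = median of the plate's neutral control wells and 100% = double that signal; a rise in the Bmi1 reporter signal indicates esBAF inhibition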
An asterisk follows results filed as active; ? = inconclusive; . = not tested or not shown.

Below each SMILES – RAD52 inh	PglD inh	ERp5 block	ARNT-TACC3 inh	RAD54 inh	E-sel inducer	CASP6 VEID inh	esBAF inh
> CC(C)C[C@H]1COc2cc(N3CCN(Cc4ccccc4F)CC3)ccc2S(=O)(=O)N1
→ -34.6	.	1.0	.	.	2.2	-5.4	.
> COc1cc(OC)cc(C(=O)Nc2ccc3c(c2)OCCO3)c1
→ 14.7	-4.9	-0.9	0.7	-9.7	0.1	1.6	41.8*
> CCCNC(=O)N1[C@@H](CO)[C@@H](c2ccccc2)[C@@H]1CNC(=O)c1ccc(F)cc1
→ .	-1.5	.	3.1	-0.2	0.0	.	4.8
> c1ccc(-c2ccccc2OCCCCN2CCCCCC2)cc1
→ 2.9	-8.0	-1.1	.	4.0	-7.3	-22.7	-23.2
> O=C(CCc1ccc(S(=O)(=O)N2CCOCC2)cc1)OCc1nc2ccccc2s1
→ .	3.9	.	-14.3	-14.0	.	.	17.1
> O=C(COC(=O)c1ccc(Cl)s1)c1cc2ccccc2o1
→ .	-1.8	.	-4.5	-6.2	0.8	.	1.3
> CCCn1nnc(NC(=O)c2ccc(Cl)cc2Cl)n1
→ -10.4	0.3	0.2	-7.7	-6.7	.	0.2	21.7
> CC(C)(C)N1CC(c2nc3ccccc3n2CCOc2ccccc2)CC1=O (centres undefined)
→ .	-1.4	.	0.4	-9.1	.	.	-6.8
> CCCN1C[C@H](C)[C@H](OC)CN(C)C(=O)c2cc(NC(=O)C3CCOCC3)ccc2OC[C@@H]1C
→ -2.3	2.4	-5.0	0.4	-0.5	-0.1	3.6	-3.1
> COc1cc(CNC[C@H]2O[C@@H](n3cc(C)c(=O)[nH]c3=O)C[C@@H]2O)ccc1OCc1cccc(Cl)c1
→ 2.7	1.6	-1.0	.	16.3	0.0	-2.7	5.0
> CCOc1ccc(-c2cc(C(=O)NN)[nH]n2)cc1
→ -3.0	.	-1.6	8.2	.	.	-0.7	.
> Cc1noc(C)c1S(=O)(=O)Nc1ccc2c(c1)C(=O)N([C@@H](C)CO)C[C@H](C)[C@H](CN(C)C(=O)Cc1ccccc1)OCCCC[C@H](C)O2
→ -8.2	-3.7	19.8	-8.1	4.3	0.7	1.6	2.6
> CCC(=O)N(C)C[C@H]1Oc2cc(C3=CCCC3)ccc2S(=O)(=O)N([C@H](C)CO)C[C@@H]1C
→ 15.9	1.4	0.7	-3.3	-6.1	-0.2	1.4	1.9
> CCn1cc(C(=O)NCC(C)C)c(=O)c2cc(F)c(N3CCN(C)CC3)cc21
→ -6.8	4.6	-2.5	.	-2.1	-0.2	5.7	.
> CCOc1ccc(C(=O)CCC(=O)NN2C(=O)NC3(CCCCC3)C2=O)cc1
→ -293.4	2.1	7.5	-12.4	3.4	-0.3	-1.5	6.4
> CC(OC(=O)C12CCC(=O)N1c1ccccc1S2)C(=O)Nc1cccc(Cl)c1 (centres undefined)
→ -25.0	2.6	4.0	1.1	-4.9	0.4	0.2	11.1
> COc1cccc(CNC(=O)C(=O)NCCC2CCCCN2S(=O)(=O)c2ccccc2)c1 (centres undefined)
→ -5.3	0.4	2.2	9.0	9.3	0.0	1.3	-1.4
> COc1cccc2cc(C(=O)N3CCN(c4ncccn4)CC3)c(=O)oc12
→ .	-2.4	.	-6.5	-7.2	.	.	0.9
> CCc1ccc(NC(=S)NCC2CCCN2CC)cc1 (centres undefined)
→ -3.3	.	1.8	.	.	0.3	-3.6	.
> CCCCNc1nc(=S)[nH]c2cc(OC)c(OC)cc12
→ .	-0.9	.	59.7*	-3.1	.	.	-11.1
> COc1ccc(NC(=O)c2ccc(CN3CCN(c4ccccc4)CC3)cc2)cc1
→ .	6.7	.	3.6	-3.2	.	.	6.2
> COc1ccc(CC(=O)NNc2ncnc3c2cnn3C)cc1OC
→ 3.3	.	0.1	-9.5	.	-0.1	-2.5	.
> Cc1ccccc1S(=O)(=O)N1C[C@@H](O)COC[C@@H]2O[C@@H](CC(=O)O)CC[C@H]21
→ -10.7	-0.5	-5.0	-5.2	-9.5	0.0	1.9	-6.2
> O=C1CC(c2ccccc2)CC(O)=C1C=Nc1ccc(O)cc1 (centres undefined)
→ -26.0	.	0.9	-1.2	.	.	-1.6	.
> C(=C\c1ccc2nncn2c1)/c1ccccc1
→ -77.1	-1.3	-5.4	.	-16.2	-0.1	11.7	18.4
> O=C(Nc1ccccc1-c1ccccc1)c1cccc([N+](=O)[O-])c1
→ .	3.8	.	-1.1	-13.9	.	.	34.4
> COc1ccc(C2NS(=O)(=O)OCC2C)cc1 (centres undefined)
→ .	-1.4	.	-3.9	0.9	.	.	-5.4
> Cc1ccc(NC(=O)C[C@H]2CC[C@H]3[C@@H](COc4ccc(NC(=O)C(C)C)cc4C(=O)N3C)O2)cc1
→ 5.3	-0.4	12.2	11.8	1.2	0.0	4.5	-1.3
> O=S(=O)(Nc1ccc(-c2cn3c(n2)SCC3)cc1)c1cc(F)ccc1F
→ -79.8	1.7	0.0	.	-14.3	.	2.2	5.0
> COc1ccc(S(=O)(=O)NCCSCc2ccc(Cl)cc2)cc1NC(C)=O
→ -22.5	-7.0	14.1	5.7	7.6	.	-2.0	2.7

(further entries)
Below each SMILES – RAD52 inh	PglD inh	ERp5 block	ARNT-TACC3 inh	RAD54 inh	E-sel inducer	CASP6 VEID inh	esBAF inh
> O=C(NC1CCCCC1)N(Cc1cc2cc3c(cc2[nH]c1=O)OCCO3)CC1CCCO1 (centres undefined)
→ .	-0.3	.	-23.7	-10.7	0.6	.	-26.1
> C[C@H]1CCCCO[C@H](CN(C)C(=O)NC2CCCCC2)[C@@H](C)CN([C@@H](C)CO)C(=O)c2cc(NC(=O)NC3CCCCC3)ccc2O1
→ -5.3	2.3	0.1	-1.2	-0.5	-0.3	1.5	3.5
> O=C(CN1CCN(C(=O)c2cccc(S(=O)(=O)N3CCCC3)c2)CC1)Nc1ccccc1Cl
→ -2.9	-1.4	-6.7	1.8	-5.1	-1.1	3.1	16.2
> C[C@H](CO)N1C[C@H](C)[C@@H](CN(C)Cc2ccncc2)OCCCC[C@H](C)Oc2ccc(NS(=O)(=O)c3cn(C)cn3)cc2C1=O
→ -1.7	-1.9	0.4	2.9	9.9	0.1	-1.5	-6.2
> COC(=O)C(C(=O)OC)c1ccc(NC(=O)c2cccc(Cl)c2)cc1
→ -23.4	.	1.4	-29.8	.	5.7	-0.2	.
> Cc1ccc(S(=O)(=O)CCC(=O)OC(C)C(=O)N2CCc3ccccc32)cc1 (centres undefined)
→ -10.1	-1.9	0.7	2.6	0.4	-1.5	-0.4	0.8
> CCOC(=O)C1(CC)NC(c2cccc(F)c2)C2C(=O)N(CC)C(=O)C21 (centres undefined)
→ .	-3.6	.	-3.6	7.0	.	.	5.9
> COc1cc(C)c(CN2CCCCC2CO)cc1C (centres undefined)
→ .	-1.4	.	-7.2	4.5	.	.	3.0
> COc1ccccc1OCCSc1ncnc2nc[nH]c12
→ .	-0.4	.	-7.3	0.1	.	.	22.0
> C#CCOCCOCCOCCNc1nc(N2CCN(C(=O)CCCCCCCCCCNC(=O)Cn3cc(C[C@@H](C)O)nn3)CC2)nc(N2CCN(C(=O)CCCCCCCCCCNC(=O)[C@@H]([C@H](C)O)n3cc(C)nn3)CC2)n1
→ .	8.7	.	-3.1	-2.6	.	.	-8.8
> COc1ccc(Cl)cc1C(=O)Nc1ccc2c(c1)OCCO2
→ -3.4	-0.6	3.4	-2.3	-1.5	0.1	-3.4	?
> CO[C@H]1CN(C)C(=O)c2ccc(NC(=O)NC(C)C)cc2OC[C@H](C)N(Cc2ccccc2)C[C@@H]1C
→ 14.0	1.7	3.6	3.6	1.7	0.0	.	5.8
> O=C(c1ccc(S(=O)(=O)c2ccccc2Cl)c([N+](=O)[O-])c1)N1CCN(Cc2ccccc2)CC1
→ -19.3	.	4.3	-3.3	.	.	1.4	.
> CCCC(C(=O)NC(C)(C)C)N(CCN1CCOCC1)C(=O)CNS(=O)(=O)c1ccccc1 (centres undefined)
→ 14.5	0.2	2.8	1.5	-21.1	.	-8.5	0.7
> CCC(=O)Nc1ccc2c(c1)C(=O)N(C)[C@@H]1CC[C@H](CC(=O)NCCc3ccncc3)O[C@@H]1CO2
→ 2.0	2.9	-7.8	11.8	3.7	0.1	0.3	-0.8
> CN(c1ccccc1C(=O)Nc1cccc(Br)c1)S(=O)(=O)c1ccccc1
→ 4.6	-10.1	5.1	-1.8	0.6	0.0	1.9	-3.7
> COc1ccc(S(=O)(=O)Nc2nc(C(F)(F)F)cs2)cc1
→ .	-4.1	.	-2.7	-2.1	.	.	6.4
> O=C(NCc1ccc(Cl)cc1)c1nccnc1CO
→ 4.7	1.0	-1.6	-1.9	-5.0	0.3	-3.5	-4.5
> O=C(O)c1ccc(CNC(=O)c2ccc3c(c2)C(=O)N(Cc2cccnc2)C3=O)cc1
→ -0.9	-2.8	5.0	-16.5	-5.9	0.2	0.2	.
> CC(C)(C)OC(=O)C[C@@H]1C/C=C\C[C@@H](CC(=O)N[C@H](CO)Cc2ccccc2)C(=O)N2CCC[C@@H]2COC1=O
→ .	-5.1	.	-5.3	-0.7	1.0	.	1.8
> Cc1ccc(Nc2c3c(nc4ncnn24)CCC3)cc1
→ 5.9	-9.0	2.5	3.4	13.0	.	2.0	-9.9
> C[C@@H]1CN([C@H](C)CO)S(=O)(=O)c2ccc(C3=CCCCC3)cc2O[C@@H]1CN(C)C(=O)C1CCOCC1
→ 16.3	2.8	2.1	-2.7	-10.7	-0.1	-3.2	-9.5
> COc1ccc(CN(C)S(=O)(=O)c2c(C)noc2C)cc1OC
→ -7.1	3.1	-4.1	-2.6	-4.2	.	-2.7	-5.4
> COc1cc(C(C)=O)ccc1OCC(=O)N1CCC(Cc2ccccc2)CC1
→ -29.6	1.9	2.4	.	-9.0	0.3	2.8	-2.8
> COc1n[nH]c2nncnc12
→ .	-1.6	.	-12.6	-0.5	.	.	-12.4
> O=S(=O)(CCNCc1ccccc1)NC1CCCCC1
→ -11.9	0.6	2.4	-3.4	-1.2	-0.2	1.4	-3.1
> C[C@H]1CN([C@@H](C)CO)C(=O)c2cccc(NC(=O)Nc3ccc(F)cc3)c2O[C@@H]1CN(C)C(=O)Nc1ccc(F)cc1
→ 20.7	1.9	0.8	-2.9	-0.2	-0.1	.	5.3
> OCC[C@H]1C[C@@H](O)[C@H](O)[C@@]2(OCc3ccccc32)O1
→ -6.6	1.6	6.2	26.2	1.8	0.3	-1.0	-6.3
> CCCCc1ccc(NC(=O)c2ccc(N(C)S(C)(=O)=O)cc2)cc1
→ -14.6	-8.4	15.8	10.8	-3.7	.	-4.9	5.3
> CC(C)C(NS(=O)(=O)c1ccc2c(c1)oc(=O)n2C)C(=O)N1CCN(Cc2ccccc2)CC1 (centres undefined)
→ -11.2	0.7	-11.7	-2.7	-0.5	.	0.7	5.7

(listing goes on)
Below each SMILES – RAD52 inh	PglD inh	ERp5 block	ARNT-TACC3 inh	RAD54 inh	E-sel inducer	CASP6 VEID inh	esBAF inh
> CCCC(=O)c1c(C)c2ccccc2n1C
→ .	-7.4	.	-7.9	-12.3	.	.	5.6
> Nc1ncnc2c1ncn2[C@@H]1O[C@H](CNCc2ccc(-n3cccn3)cc2)[C@@H](O)[C@H]1O
→ .	-2.9	.	2.1	-14.3	.	.	2.7
> CN1CCN(C(=O)c2cc(-c3ccccc3)on2)CC1
→ .	-1.8	.	-4.0	6.7	.	.	34.9
> CCOc1cc(/C=C(/C#N)c2ccc(Cl)cc2)cc(Cl)c1OCC(=O)O
→ -16.8	.	5.9	8.8	.	.	2.2	.
